ALOX12 inh – inhibitors of human 12S-lipoxygenase ALOX12. purified 12hLO, xylenol orange hydroperoxide absorbance. Potency, µM (highest dose often 108 µM), inactives show top-dose activity change, negative = inhibition, most hits filed as inhibitors. 580,000 tested, 1.1% active; further: potency means the concentration at half of the fitted maximal effect; on the % scale 0 is the no-effect control and ±100 the full control effect
Target sequence (P18054 whole entry, looked up): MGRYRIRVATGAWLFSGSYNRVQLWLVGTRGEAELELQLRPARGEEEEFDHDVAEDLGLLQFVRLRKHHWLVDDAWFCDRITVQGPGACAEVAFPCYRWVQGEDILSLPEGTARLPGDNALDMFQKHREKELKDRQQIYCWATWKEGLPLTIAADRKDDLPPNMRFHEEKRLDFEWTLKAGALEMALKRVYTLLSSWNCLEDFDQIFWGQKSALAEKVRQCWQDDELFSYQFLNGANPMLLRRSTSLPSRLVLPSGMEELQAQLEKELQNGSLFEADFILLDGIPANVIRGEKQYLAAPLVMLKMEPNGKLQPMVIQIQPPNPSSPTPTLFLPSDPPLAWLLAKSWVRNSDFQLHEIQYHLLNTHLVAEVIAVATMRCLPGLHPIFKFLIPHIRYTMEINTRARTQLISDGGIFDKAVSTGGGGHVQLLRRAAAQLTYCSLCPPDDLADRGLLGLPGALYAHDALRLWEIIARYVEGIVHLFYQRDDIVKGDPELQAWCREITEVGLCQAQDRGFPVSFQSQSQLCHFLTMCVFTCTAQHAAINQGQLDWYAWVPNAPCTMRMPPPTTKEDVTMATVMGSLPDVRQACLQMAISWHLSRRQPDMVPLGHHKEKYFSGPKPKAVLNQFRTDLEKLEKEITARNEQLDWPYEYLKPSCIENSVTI
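Hydroperoxide product was detected by ferrous iron/xylenol orange as the 573 to 405 nm absorbance ratio. Arachidonic acid at 40 uM (final) was turned over for 30 min at room temperature by 150 nM human 12hLO, pH 7.0 Hepes buffer, after 15 min compound preincubation.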
D2 ag – activates the human D2 dopamine receptor | P14416 | 340,000 tested, 0.53% active | AID 485358 | activation, % at 2 µM | HEK293 T-REx D2 cells, calcium flux agonist mode;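 active means activation over 3 SD above normal in the single-dose calcium agonist read, cut at about 30% in these data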; further: 0% is about no effect
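HEK293 Trex D2 cells, tetracycline-induced, o/n 30 C 5% CO2; no-wash Ca dye, RT 30–90 min; 10-cycle baseline, 23 nl cpd added, kinetic Ca read 180 s; agonist hits = positive Ca response.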
RGS4 inhibitor – human RGS4 inhibition | P49798 | Potency, µM (highest dose often 114 µM), for inactives: top-dose activity change, negative = inhibition, most hits filed as inhibitors | Transcreener GDP fluorescence polarization, RGS4-accelerated GTP hydrolysis | 390,000 tested, 0.039% active; further: potency means the concentration at half of the fitted maximal effect; on the % scale 0 is the no-effect control and ±100 the full control effect; nearly all actives have a fitted effect of over 75% in size; some results filed as inactive show a strong effect at the top dose
Target sequence (P49798 whole entry, looked up): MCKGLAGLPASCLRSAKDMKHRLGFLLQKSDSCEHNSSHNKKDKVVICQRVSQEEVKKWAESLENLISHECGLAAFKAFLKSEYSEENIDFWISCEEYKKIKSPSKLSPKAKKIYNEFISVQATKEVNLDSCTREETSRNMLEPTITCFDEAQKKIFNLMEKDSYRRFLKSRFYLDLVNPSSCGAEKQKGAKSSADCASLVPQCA
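MLSMR compounds (23 nl, pin-transferred) preincubated 10 min at room temperature with a 500nM (2x) first reagent, then RGS4 at 900nM (2x) plus Transcreener GDP mix added; fluorescence polarization (620/688 nm) read before and after 90 min at 30 °C.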
GRP78 ERSR act – ER stress response induction in glioma. Potency, µM, for the others: at the top dose activation, usual class: activators. U87-MG GRP78 promoter luciferase reporter, 16 h. 420,000 tested, 0.02% active; further: potency means the concentration at half of the fitted maximal effect; series mostly up to about 76 µM; % of control where 0% means no effect; nearly all actives have a fitted effect of over 35% in size
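ERSR induction read as luciferase luminescence (Bright-Glo, 10 min at room temperature) in stably transfected human U87-MG glioma cells exposed to compounds for 16 h, using GRP78 as sensor.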
D2 antagonist – antagonizes the human D2 dopamine receptor; P14416; HEK293 TREx D2 cells, calcium flux, dopamine EC80; inhibition, % at 10 µM; 340,000 tested, 2% active; AID 485344; in the data active means inhibition above about 30%; further: 0% is about no effect
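Inhibition of EC80 dopamine-driven calcium flux, recorded kinetically, defines activity here; cells are a tetracycline-induced HEK293 T-REx line expressing force-coupled D2.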
* marks the source's active call; other numbers are inactive results; i = inactive; u = inconclusive; x = no result given; & = joins results of further samples; [ ] = dose if it differs, or a comment. Unless noted, the call rests on the fitted dose curve; in most records, active means well fitted curve in the direction sought with a large enough effect; inconclusive means small, poorly fitted or top-dose-only effect, or another doubt; inactive means no such curve, though single readings can be large; an effect the other way counts as inactive or inconclusive. Not all compounds are listed; count on the stated rates, not on these rows.

SMILES | ALOX12 inh | D2 ag | RGS4 inhibitor | GRP78 ERSR act | D2 antagonist
CCOC(=O)c1cc(-c2ccc(Cl)s2)nc2c1c(C)nn2C | -9% | 0.8 | x | x | 2
CCOc1ccc(C(=O)NC2=NCCS2)cc1 | -1% | -0.3 | x | x | 13
CCOC(=O)c1sc(NC(=O)c2cncc(Br)c2)nc1C | 4% | 1.0 | x | x | -21
O=C1NC(Cc2ccccc2)c2nc3ccc(Cl)cc3c(=O)n2-c2ccc(Cl)cc21 (stereo unspecified) | -6% | 0.0 | x | x | 3
CCc1noc(C)c1C(=O)NC1CC(C)(C)Cc2c1cnn2-c1ccccc1 (stereo unspecified) | u | 1.2 | x | x | 9
CC(C)Cn1cc(C(=O)NC2CCN(Cc3ccccc3)CC2)c2c3ccccc3n(C)c2c1=O | 0% | -1.6 | x | x | 4
O=Nc1c(-c2cccc([N+](=O)[O-])c2)nc2ncccn12 | -45% | -0.6 | x | x | -18
COc1ccc(C2Nc3ccc4ccccc4c3-c3c2c(=O)oc2ccccc32)cc1 (stereo unspecified) | -17% | 0.6 | x | x | -3
COc1ccc(NC(=O)COC(=O)c2c(F)cccc2Cl)cc1OC | -17% | -0.4 | x | x | -1
CCn1cc(C(=O)NC2CCCc3c2cnn3-c2cccc(C)c2C)cn1 (stereo unspecified) | -1% | -2.9 | x | x | 4
O=C(CCNC(=O)c1ccccc1)N=Nc1c(O)[nH]c2ccccc12 | -11% | 0.1 | x | x | 9
Cc1ccc2cccc(OCC(=O)c3cc(C)n(Cc4ccco4)c3C)c2n1 | -5% | -0.2 | x | x | -14
COC(=O)c1ccc(OC(=O)c2ccccc2F)cc1 | -19% | -0.7 | x | x | -10
Cc1ccc(COC(=O)c2cc([N+](=O)[O-])ccc2N2CCOCC2)cc1 | 253%[activator] | 0.7 | x | x | -3
O=[N+]([O-])c1ccc(N2N=C(c3ccccc3)CC2c2ccccc2O)cc1 (stereo unspecified) | 25µM* | 10 | x | x | -23
C=C(C)COc1ccc(-c2nc(N)ncc2-c2ccc(OC)cc2)c(O)c1 | -28% | -1.2 | x | x | 20
O=C(Nc1ccc(NC(=O)c2ccncc2)cc1)c1ccncc1 | 4% | 0.0 | x | x | 7
CNC(=S)NNC(=O)c1cccn(Cc2ccc(Cl)cc2Cl)c1=O | -28% | 0.7 | x | x | -18
Cc1ccc(-c2nnc(SCC(=O)NNC(=O)COc3cccc4ccccc34)n2C)cc1 | -1% | -1.3 | x | x | 0
CCN1C(=O)/C(=C\c2ccc(-c3cccc(C(=O)OC)c3)o2)SC1=Nc1ccc(C(=O)O)cc1 | 50µM* | -0.5 | x | x | 8
O=C([O-])c1cc(-c2ccccc2)cc(-c2ccccc2)[n+]1Cc1ccccc1 | -2% | -0.6 | x | x | -3
N#Cc1c(-c2ccncc2)c2c([nH]c1=O)-c1ccccc1OC2 | -7% | 0.3 | x | x | 9
COc1ccc(/C=C2\C(=O)ON=C2c2cccc([N+](=O)[O-])c2)cc1 | 32µM* | 0.4 | x | x | -3
CC(C)(C)C1CCc2onc(C(=O)Nc3cccc(O)c3)c2C1 (stereo unspecified) | 12% | -1.2 | x | x | -5
O=[N+]([O-])c1ccc(S(=O)(=O)Nc2ccc(-c3csc(-c4ccccc4)n3)cc2)cc1 | 7% | 0.6 | x | x | -1
COc1ccc(NC(=O)CN2CCC3(O)CCCCC3C2c2ccccc2OC)cc1 (stereo unspecified) | -7% | 0.2 | x | x | -18
CCOc1ccc(NC(=O)c2cccc(-n3cccc3)c2)cc1S(=O)(=O)N1CCOCC1 | u | 0.2 | x | x | -20
CC(C)(C)c1ccc(C(=O)NC(Cc2ccccc2)C(=O)O)cc1 (stereo unspecified) | 0% | -0.1 | x | x | 12
O=c1[nH]c2ccccc2c(O)c1-c1cc2ccccc2oc1=O | -4% | 2.4 | x | x | -9
O=C1CC(Cc2ccccc2)C(=O)N1CCCn1ccnc1 (stereo unspecified) | -34% | 0.1 | x | x | 1
O=C(N/N=C/c1ccc2c(c1)OCO2)C(=O)Nc1ccc2ccccc2c1 | 424%[activator] | 1.6 | x | x | 0
CCCC(=O)Nc1cccc(C(=O)Nc2ccccc2OCC)c1 | 0% | -1.5 | x | x | -5
CC(C)CNC(=O)NC(=O)COC(=O)c1cc([N+](=O)[O-])ccc1NCc1ccccc1Cl | -32% | 1.0 | x | x | 6
Cc1ccc2nc3c(cc(C(=O)NCc4ccco4)c(=N)n3C3CCCC3)c(=O)n2c1 | u | -1.9 | x | x | 8
COc1ccc(NC2CCCN(C(=O)CCCn3cncn3)C2)cc1 (stereo unspecified) | -13% | 0.1 | x | x | -3
CN(C)S(=O)(=O)N(CC(=O)Nc1ccccc1C(F)(F)F)c1ccccc1 | 53%[activator] | -0.3 | x | x | 0
CC1(C)Cc2c(sc3c2c(N)nc(=S)n3Cc2ccccc2)CO1 | 14% | -0.4 | x | x | 2
CC(OC(=O)c1ccc(NC(=O)CC#N)cc1)C(=O)Nc1ccc(Oc2ccccc2)cc1 (stereo unspecified) | -12% | 2.1 | x | x | 6
O=C(CN1C(=O)S/C(=C\c2ccc(-c3cc(C(=O)O)ccc3Cl)o2)C1=O)Nc1ccc2c(c1)OCO2 | u | 1.8 | x | x | -5
O=C(OCCCOC(=O)c1ccccc1O)c1ccccc1O | -14% | 0.5 | x | x | 6

Rewritten as labelled records: entries from further up
> O=Nc1c(-c2cccc([N+](=O)[O-])c2)nc2ncccn12
  ALOX12 inh = -45%
  D2 ag = -0.6
  RGS4 inhibitor = x
  GRP78 ERSR act = x
  D2 antagonist = -18

> COc1ccc(C2Nc3ccc4ccccc4c3-c3c2c(=O)oc2ccccc32)cc1 (stereo unspecified)
  ALOX12 inh = -17%
  D2 ag = 0.6
  RGS4 inhibitor = x
  GRP78 ERSR act = x
  D2 antagonist = -3

Exported with two lines to a compound: part of the list above.
Each structure is followed by: ALOX12 inh, D2 ag, RGS4 inhibitor, GRP78 ERSR act, D2 antagonist
- O=C1CC(Cc2ccccc2)C(=O)N1CCCn1ccnc1 (stereo unspecified)
 : -34%, 0.1, x, x, 1
- O=C(N/N=C/c1ccc2c(c1)OCO2)C(=O)Nc1ccc2ccccc2c1
 : 424%[activator], 1.6, x, x, 0
- CCCC(=O)Nc1cccc(C(=O)Nc2ccccc2OCC)c1
 : 0%, -1.5, x, x, -5

The listing continues.
SMILES | ALOX12 inh | D2 ag | RGS4 inhibitor | GRP78 ERSR act | D2 antagonist
CCOC(=O)c1cnc(SCc2nc(N)nc(Nc3ccccc3OC)n2)nc1N | u | -0.7 | x | x | 5
c1ccc(Cn2c(-c3cccs3)nc3nc4ccccc4nc32)cc1 | 0% | 1.3 | x | x | 10
CN(C)S(=O)(=O)c1ccc(NC(=S)NC(=O)c2ccc(Br)o2)cc1 | u | 1.1 | x | x | 6
COc1ccc2[nH]cc(C(=O)CN3CCN(C/C=C/c4ccccc4)CC3)c2c1 | -3% | -1.2 | x | x | -3
O=C1CC(c2ccc(Cl)cc2)CC(O)=C1C=NCCN1CCNCC1 (stereo unspecified) | -8% | 0.8 | x | x | 53*
O=[N+]([O-])c1cc([N+](=O)[O-])c2cccnc2c1O | -23% | -2.8 | x | x | 5
COc1ccc2c(c1)c1nc3n(c(=O)c1n2CC(=O)Nc1cc(C)[nH]n1)CCS3 | -2% | 3.0 | x | x | 12
COc1cc(C2C(C(=O)c3ccco3)=C(O)C(=O)N2c2cc(C)on2)ccc1OCc1ccccc1 (stereo unspecified) | -25% | 0.4 | x | x | -1
CCN(CC)CCCNC(=S)N(Cc1ccco1)Cc1cc2cc3c(cc2[nH]c1=O)OCCO3 | -25% | 1.1 | x | x | -2
Cc1nn(C)c(C(=O)Nc2cccc(Nc3ccccc3)c2)c1[N+](=O)[O-] | i | -0.5 | x | x | -4
CCN(Cc1cc2ccc(C)cc2[nH]c1=O)C(=O)c1ccncc1 | 0% | -0.1 | x | x | -6
CCOCCCNC(=O)Cc1ccc(F)cc1 | -18% | 0.9 | x | x | 2
NNC(=O)c1ccc(NS(=O)(=O)c2ccc(Br)cc2)cc1 | u | -0.6 | x | x | 6
CCCCCCN(C(=O)CCCCCN1C(=O)NC(c2ccc(-c3ccccc3)cc2)C(C(=O)OCc2ccccc2)=C1C)C(C)C(=O)NCCCC (stereo unspecified) | u | 5.6 | x | x | 17
Cc1cc(C)c(NC(=O)c2sc3nc(C)[nH]c(=O)c3c2C)c(C)c1 | -5% | 0.0 | x | x | 5
O=C(c1cccs1)N(CCO)Cc1cc2cc3c(cc2[nH]c1=O)OCCO3 | 1% | -0.1 | x | x | 8
O=C(O)/C=C1\CCCc2ccccc2[C@H]1O | 0% | x | -93%[56.9 µM] | -4% | x
CCCCC/C=C\C/C=C\CCCCCCCC(=O)O[C@@H](CO)COC(=O)CCCCCCCCCCCCCCCCC | 7%[12.5 µM] | x | 2.7µM* | -3%&-3% | x
Cc1ccc2c(c1)C(=O)C1(O)CCN(c3ccccc3)C1=N2 (stereo unspecified) | 6%[176 µM] | x | u | -4%&1% | x
COc1ccccc1N1CCN(CCCCNC(=O)c2ccc(-c3ccc(C(C)=O)cc3)cc2)CC1 | -11%[22.9 µM] | x | u | -4%&-1% | x

Shown field by field: part of the list above
> O=C(O)/C=C1\CCCc2ccccc2[C@H]1O
  ALOX12 inh: 0%
  D2 ag: x
  RGS4 inhibitor: -93%[56.9 µM]
  GRP78 ERSR act: -4%
  D2 antagonist: x
> CCCCC/C=C\C/C=C\CCCCCCCC(=O)O[C@@H](CO)COC(=O)CCCCCCCCCCCCCCCCC
  ALOX12 inh: 7%[12.5 µM]
  D2 ag: x
  RGS4 inhibitor: 2.7µM*
  GRP78 ERSR act: -3%&-3%
  D2 antagonist: x
> Cc1ccc2c(c1)C(=O)C1(O)CCN(c3ccccc3)C1=N2 (stereo unspecified)
  ALOX12 inh: 6%[176 µM]
  D2 ag: x
  RGS4 inhibitor: u
  GRP78 ERSR act: -4%&1%
  D2 antagonist: x
> COc1ccccc1N1CCN(CCCCNC(=O)c2ccc(-c3ccc(C(C)=O)cc3)cc2)CC1
  ALOX12 inh: -11%[22.9 µM]
  D2 ag: x
  RGS4 inhibitor: u
  GRP78 ERSR act: -4%&-1%
  D2 antagonist: x

New compounds follow:
SMILES | ALOX12 inh | D2 ag | RGS4 inhibitor | GRP78 ERSR act | D2 antagonist
O=C(c1ccc2c(c1)OCO2)N1CCCCC1 | 0% | x | 61%[activator][56.9 µM] | -5%&-6% | x
CCCCC#Cc1nc(NC)c2ncn([C@@H]3O[C@@H](CO)[C@H](O)[C@H]3O)c2n1 | 0% | x | x | 0% | x
N[C@@H](Cc1cc(I)c(Oc2ccc(O)cc2)c(I)c1)C(=O)O | 5% | x | u | -4% | x
C1CCC(NC(=NC2C3CC4CC(C3)CC2C4)N2CCOCC2)CC1 (stereo unspecified) | 10%[176 µM] | x | 0.34µM* | -5%&-4% | x
O=C(O)COc1ccc(OCCNC[C@@H](O)COc2ccccc2)cc1 | 16% | x | 63%[activator][56.9 µM] | -4% | x
CCCN=C(N)NCCC[C@H](N)C(=O)O | 46%[activator] | x | 7%[56.9 µM] | -3% | x
N=C(N)c1ccc2cc(OC(=O)c3ccc(N=C(N)N)cc3)ccc2c1 | u | x | -130%[56.9 µM] | -2%&-2% | x
C=CC1=C(C)C2=Cc3c(C=C)c(C)c4[n]3[Sn+2][n]3c(c(C)c(CCC(=O)O)c3=CC3=NC(=C4)C(C)=C3CCC(=O)O)=CC1=N2 | u | x | 271%[activator][56.9 µM] | -5% | x

Screening results (PubChem BioAssay)
